Source: PubChem BioAssay (National Center for Advancing Translational Sciences (NCATS))
Abeta yeast res: A-beta toxicity reversal in yeast; yeast expressing A-beta42, growth rescue, OD600, 48 h; response scale: 0% DMSO, 100% iron-clioquinol control; Potency, µM (series often up to 46.1 µM), for inactives: top-dose growth rescue, most hits filed as activators; 410,000 tested, 0.063% active; AID 1347071; also: potency is read from the fitted curve at half-maximal effect; nearly all actives have a fitted effect of over 55% in size
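Yeast growth medium received pinned compounds, then yeast cells expressing toxic A-beta were added; plates incubated at 30 C for 48 hr. Growth read as absorbance at 600 nm, normalized to DMSO and equimolar FeCl3 plus clioquinol controls.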
pAkt inh: blocks phosphorylation of Akt. 360,000 tested, 0.32% active. Neuro2A IGF-stimulated pAkt S473 HTRF, 20 min; active compounds read low. activity change, % for hits at 50 µM; in the data active = activity change below about -80%; inconclusive = mostly about -51% to -80%; also: % is scaled to controls: 0 for no effect and ±100 for the full control effect
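Neuro2A cells in DMEM with 0.5% FBS, overnight at 37 deg C, given compound at single 50 µM final, then IGF (6 nM final) for 20 min at 37 deg C. Lysed; phospho-Akt Ser473 by HTRF after 24 h, 665/615 ratio.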
GLP-1R inv ag: inverse agonists of human GLP-1 receptor; Potency, µM (doses to about 38.3 µM), for the others: at the top dose activity change, negative = inhibition, usual class: inhibitors; 410,000 tested, 1.6% active; P43220; HEK293 GLP-1R CRE-luciferase, luminescence, 24 h; GLP-1R form is constitutively active; also: potency is read from the fitted curve at half-maximal effect; % is scaled to controls: 0 for no effect and ±100 for the full control effect; nearly all actives have a fitted effect of over 55% in size
Target sequence (P43220 whole entry, looked up): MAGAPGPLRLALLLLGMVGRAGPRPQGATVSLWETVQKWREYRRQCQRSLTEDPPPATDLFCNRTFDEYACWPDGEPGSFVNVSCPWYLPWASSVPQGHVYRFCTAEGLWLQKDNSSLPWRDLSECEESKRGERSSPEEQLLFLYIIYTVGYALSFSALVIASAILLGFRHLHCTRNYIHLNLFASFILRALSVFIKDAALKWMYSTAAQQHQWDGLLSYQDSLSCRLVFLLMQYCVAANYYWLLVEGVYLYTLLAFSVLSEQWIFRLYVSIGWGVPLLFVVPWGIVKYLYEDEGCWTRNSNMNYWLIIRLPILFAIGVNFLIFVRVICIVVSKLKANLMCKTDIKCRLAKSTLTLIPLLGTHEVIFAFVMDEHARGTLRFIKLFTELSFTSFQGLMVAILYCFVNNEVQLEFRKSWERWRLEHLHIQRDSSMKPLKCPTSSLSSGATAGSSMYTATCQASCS
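Inverse agonists were sought by their lowering of basal cAMP reporter luciferase output in HEK293 cells stably carrying constitutively active human GLP-1R, after 24 h compound treatment.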
TDP-43 yeast inh: inhibitors of TDP-43 toxicity in yeast; 410,000 tested, 1.8% active; Potency, µM (highest dose often 46.1 µM), for inactives: at the top dose growth rescue (activation), actives largely listed as activators; AID 652104; TDP-43 expressing yeast growth rescue, BacTiter-Glo, 24 h; also: potency is read from the fitted curve at half-maximal effect; % of control where 0% means no effect; nearly all actives have a fitted effect of over 50% in size
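Galactose-induced TDP-43 yeast, OD600=0.02, compound pinned; 24 hr, 30 deg C; BacTiter-Glo luminescence for growth. Inhibitors of TDP-43 toxicity read as activators.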
aSyn rescue: inhibitors of alpha-synuclein toxicity in yeast | Potency, µM (highest dose often 46.1 µM), without a hit: at the top dose growth rescue (activation), usual class: activators | 370,000 tested, 0.14% active | AID 652106 | Yeast expressing alpha-synuclein, growth rescue, BacTiter-Glo, 24 h; also: potency is read from the fitted curve at half-maximal effect; % of control where 0% means no effect; nearly all actives have a fitted effect of over 65% in size
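Screening used galactose-induced yeast with toxic alpha-synuclein levels, exposed to compound for 24 hr at 30 deg C. Cell growth, read with BacTiter-Glo luminescence, gave the measured signal.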
GLP-1R agonist: GLP-1 receptor (human) agonism; Potency, µM (doses to about 45.6 µM), for the others: at the highest dose activation, usual class: activators; HEK293 GLP-1R CRE-luciferase, luminescence, 4-6 h; cells express a hypersensitive GLP-1R form; 380,000 tested, 0.007% active; AID 624172; also: potency is read from the fitted curve at half-maximal effect; % of control where 0% means no effect
FUS suppressor: suppressors of FUS proteinopathy in yeast. S. cerevisiae FUS-expressing, growth rescue, OD600, 24 h. Potency, µM (series often up to 76.6 µM), without a hit: top-dose growth rescue (activation), hits mostly activators. 390,000 tested, 0.24% active;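 also: potency is read from the fitted curve at half-maximal effect; plate controls were DMSO vehicle for no effect and reference control for full effect; nearly all actives have a fitted effect of over 55% in size; some results filed as inactive show a strong effect at the top dose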
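Cultures pregrown in 2.5% raffinose medium are shifted to minimal medium containing 2% galactose to express toxic FUS. Compounds are tested at several concentrations. After 24hr at 30C, growth is quantified at 600 nm absorbance.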
DRD3 antagonist: D3 dopamine receptor (human) antagonism | P35462 | D3R cells, DiscoveRx beta-arrestin luminescence, antagonist mode; active compounds read low | max response, negative = inhibition, % | 360,000 tested, 2.5% active | AID 652054; in the data active = max response below about -50%; inconclusive = no clear call, values can overlap the other calls; also: % is scaled to controls: 0 for no effect and ±100 for the full control effect; mostly tested at two doses, the higher about 12 µM
Target sequence (P35462 whole entry, looked up): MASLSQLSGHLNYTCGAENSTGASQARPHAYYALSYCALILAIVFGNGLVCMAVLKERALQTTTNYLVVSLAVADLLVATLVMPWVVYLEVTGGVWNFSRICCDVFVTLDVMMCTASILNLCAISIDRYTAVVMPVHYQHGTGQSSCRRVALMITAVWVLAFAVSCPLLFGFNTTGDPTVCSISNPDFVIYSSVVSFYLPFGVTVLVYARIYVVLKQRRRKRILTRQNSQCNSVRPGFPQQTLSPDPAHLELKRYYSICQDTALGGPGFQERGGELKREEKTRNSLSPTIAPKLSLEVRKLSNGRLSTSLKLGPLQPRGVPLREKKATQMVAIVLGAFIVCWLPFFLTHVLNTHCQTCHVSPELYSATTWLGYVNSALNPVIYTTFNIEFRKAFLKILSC
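Cells plated overnight at 1500 cells/well, then exposed to library compounds with dopamine controls for 90 minutes at 37 degrees C. DiscoveRx reagent added for 30–60 minutes at room temperature; luminescence read, quantitative HTS format.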
PTHR1 ag: PTHR1 (human) receptor agonism; 410,000 tested, 0.075% active; HEK293 GP2 PTHR1 cells, GloSensor cAMP luminescence, 1 h; Potency, µM (series often up to 115 µM), without a hit: at the top dose activation, usual class: activators; Q03431; AID 743266; also: potency is read from the fitted curve at half-maximal effect; nearly all actives have a fitted effect of over 55% in size; some results filed as inactive show a strong effect at the top dose; inactives centre near -15; many of its hits are not listed in these tables
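HEK-293-derived GP2 cells expressing PTHR1 and a GloSensor cAMP reporter, 3,000/well, plated overnight, given luciferin plus IBMX (each 0.5 mM as added) for 1 h at 37 °C, then compound for 1 h at 37 °C. Luminescence was read after 15 min at room temperature.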
* = called active by the depositor; i = inactive; ? = inconclusive; · = no result given; & = joins results of further samples; [ ] = remark or other dose. Unless noted, calls follow the shape of the dose curve; as a rule, active = well fitted curve in the direction sought with a large enough effect; inconclusive = small, poorly fitted or top-dose-only effect, or another doubt; inactive = no such curve, though single readings can be large; an effect the other way counts as inactive or inconclusive. This is a subset (hit frequency here may not be typical).

SMILES	Abeta yeast res	pAkt inh	GLP-1R inv ag	TDP-43 yeast inh	aSyn rescue	GLP-1R agonist	FUS suppressor	DRD3 antagonist	PTHR1 ag
CCOC(=O)C1C(=O)NC(SC)=C(C#N)C1c1ccccc1F (stereo unspecified)	15%	i	4%	-24%	0%	-7%	19%	10	-14%[57.5 µM]
O=C(CSc1ncn[nH]1)Nc1nsc(-c2ccccc2)n1	5%	i	3%	5%	2%	5%	16%	15	i
Cc1ccc(Cn2nc(C)c(C(=O)NCC(c3cccs3)N3CCOCC3)c2Cl)cc1 (stereo unspecified)	11%	i	?	-9%	2%	5%	23%	25	16%
CC(=O)CSc1nc2c(c(=O)[nH]c(=O)n2C)n1Cc1ccccc1Cl	10%	i	73%[activator]	·	-1%	25%	8%	28	-24%
COc1ccccc1C(=O)Nc1ccc2c(C)cc(=O)oc2c1	0%	i	30%	-12%	-3%	2%	24%	-13	-46%[inhibitor]
COc1cccc(-c2nnc(-c3ccccc3NC(=O)c3ccc(C(C)(C)C)cc3)o2)c1	8%	i	?	-2%	-1%	7%	0%	4	-11%
Cc1cc2cc(CNC(=O)NC3CCCCC3)ccc2n1C	7%	i	-5%	28%	0%	2%	7%	3	-4%
N#Cc1ccc(COC(=O)c2ccc3c(c2)OCO3)cc1	-6%	i	25%	14%	-11%	11%	-11%	-4	?
CCOc1ccc(S(=O)(=O)NCCC(=O)NCc2ccccn2)cc1	8%	i	-12%	17%	0%	-12%	-8%	0	i
C=C(C)C(=O)Nc1ccc2c(c1)OCCOCCOCCO2	7%	i	22%	-2%[1.82 µM]	0%	15%	6%	3	i
COc1ccccc1NC(=O)N1CCN(CCc2ccccc2)CC1	7%	i	-15%	0%	6%	8%	11%	-27	-8%
Cc1ncc(CN2CCC(n3nccc3NC(=O)c3ccccc3)CC2)s1	4%	i	-2%	2%	0%	-7%	·	10	i
CC(=O)Nc1nc(=O)c2ccccc2s1	13%	i	48%[activator]	-5%	6%	-6%	19%	3	i
Nc1nc2ncccc2cc1C(=O)NCCc1cccs1	-13%	i	-23%	11%	-12%	0%	-12%	-24	-62%[inhibitor]
Cc1ccc(C)c(NC(=O)CN(C)S(=O)(=O)c2cccc3nsnc23)c1	-11%	·	5%	10%	·	·	-3%	·	3%
CSc1ncccc1C(=O)Nc1ccc2c(c1)OCCO2	19%	i	5%	0%	3%	-1%	-9%	-19	i
CCN(C(=O)CN1C(=O)S/C(=C\c2ccccc2Cl)C1=O)C1CCS(=O)(=O)C1 (stereo unspecified)	5%	i	7%	8%	1%	11%	-6%	25	-29%
Cc1cccc(CNC(=O)Cn2ccc3cc(S(=O)(=O)N4CCC(C)CC4)ccc32)c1	-2%	·	?	0%	·	·	-10%	·	-2%
Cc1nnsc1NC(=O)OCc1ccc(C(F)(F)F)cc1	-1%	i	-8%	2%	-3%	-9%	9%	-23	0%[57.5 µM]
CCOc1ccc(NC(=O)CN2CCN(S(=O)(=O)c3ccc(Cl)cc3)CC2)cc1	3%	i	?	?	2%	16%	18%	-1	-52%[inhibitor]
C=CCNC1=C(Cl)C(=O)c2ccccc2C1=O	-86%[inhibitor]	i	?	?	-12%	2%	-16%	-10	i
Cc1cc(=O)oc2c3c(cc(OCC(=O)NCc4ccncc4)c12)OC(C)(C)CC3	-8%	i	28%	8%	4%	?	-11%	16	i
CN(C)CCCN(C(=O)C1COc2ccccc2O1)c1nc2ccc(F)cc2s1 (stereo unspecified)	12%	i	-7%	19%	7%	-6%	15%	2	i
Cc1cccc(OCCCSc2nc(-c3ccc(C(C)(C)C)cc3)nc3cc(=O)[nH]n23)c1C	-8%	·	3%	-2%	·	·	28%	·	?
COc1ccccc1C(=O)Nc1ccnn1C1CCN(C(=O)c2cnsn2)CC1	-18%	i	28%	-2%	-7%	4%	9%	-21	-17%
COc1cc(CN2CCN(S(=O)(=O)c3ccc(F)cc3)CC2)cc(OC)c1OC	-11%&-26%	i	4%&-26%	-25%&-20%	1%&-12%	0%&12%	-10%&-18%	-24	-16%
COC(=O)C(C)Oc1ccc2cc(-c3ccccc3)c(=O)oc2c1 (stereo unspecified)	-9%	i	1%	9%	7%	7%	-16%	5	-16%
COCCN(C(=O)c1csnn1)C(C(=O)NC1CCCCC1)c1ccc(C)cc1 (stereo unspecified)	11%	i	11%	-2%	-1%	10%	11%	2	i
Cc1onc(-c2ccccc2)c1C(=O)NCCc1c[nH]c2ccccc12	20%	i	-5%	12%	13%	3%	14%	18	i
O=C(NCc1ccccc1)c1c2c(nc3ccccc13)C(=O)N(C1CCCCC1)C2	-11%	·	-22%	15%	·	·	17%	·	-22%
CCN(CC)S(=O)(=O)c1ccc(N2CCOCC2)c(NC(=O)c2ccc(N3CCCC3=O)cc2)c1	-5%	i	3%	-2%	-5%	6%	·	9	i
COC(=O)c1ccc(NC(=O)C2CC(=O)OC2c2ccccc2)cc1 (stereo unspecified)	-8%	i	-4%	-4%	1%	0%	23%	-10	i
O=C(CCNS(=O)(=O)c1ccc(Br)cc1)NCc1ccc2c(c1)OCO2	-1%	i	-13%	-7%	3%	-5%	13%	-12	i
COc1ccc(OC)c(NC(=O)c2ccc3nc(C(C)C)oc3c2)c1	4%	·	6%	14%	·	·	-7%	·	i
O=C1NC(=Nc2ccccc2)S/C1=C\c1ccccc1	-6%	i	20%	17%	4%	4%	-19%	6	-19%
COCCn1c(SCCN2CCCCC2)nc2ccccc2c1=O	-7%	i	7%	-3%	-4%	-2%	13%	-65*	i
COC(=O)c1oc2ccc(Cl)cc2c1-n1cccc1	-22%	i	2%	?	1%	11%	-25%	16	-12%
C=CCNCCCOc1ccc(C)cc1Br	7%	i	-20%	14%	1%	-1%	-4%	?	i
CCN1CCN(C(c2cccc(Cl)c2)c2c(O)cc(C)n(CCOC)c2=O)CC1 (stereo unspecified)	11%	·	2%	11%	·	·	10%	·	i
CCCNC(=O)COC(=O)/C=C/c1cccc(F)c1	-7%	i	2%	7%	-6%	7%	16%	1	i
COc1ccccc1NC(=O)c1cc2c(C)nn(-c3ccccc3)c2s1	-18%	·	?	?	·	·	22%	·	-11%
N#CCCn1c2ccccc2c2nc3ccccc3nc21	1%	i	58%[activator]	21%	-8%	4%	-12%	-52*	i
CCOc1ncccc1C(=O)Nc1c(C)n(C)n(-c2ccccc2)c1=O	2%	i	-2%	-11%	2%	-2%	-5%	6	i
Cc1nn(Cc2nnc(SCC(=O)Nc3cccc(C(F)(F)F)c3)n2C)c(C)c1[N+](=O)[O-]	3%	i	?	-22%	-11%	-1%	19%	-19	i
Cc1ccccc1OCC(=O)NC(=S)Nc1ccc(Br)c(C)n1	10%	i	31%[activator]	-2%	-2%	-3%	-1%	5	i
Cc1ccc(CNC(=O)COC(=O)c2ccc(Br)o2)cc1	-13%	i	-3%	?	-3%	-1%	-18%	-20	-23%
OCCN(CCO)CC(O)COc1ccc(C23CC4CC(CC(C4)C2)C3)cc1 (stereo unspecified)	-42%[inhibitor]	i	2.8µM*	1%	-5%	?	·	17	-1%
Cc1cc(Cl)nc(-c2ccccc2)n1	-11%	i	5%	0%	-8%	4%	-13%	14	-5%
CCSc1cc(N2CC(C)OC(C)C2)nc(-c2ccccc2Cl)n1 (stereo unspecified)	10%	i	10µM*	19%	-6%	18%	6%	-20	-23%[57.5 µM]
Cc1c(N(C(=O)CNC(=O)c2ccccc2)C2(C(=O)NC3CCCC3)CCCCC2)c(=O)n(-c2ccccc2)n1C	-13%	i	15%	5%	4%	1%	?	1	i
O=C(NC1CCCC1)C1CCCN(C(=O)Nc2ccccc2)C1 (stereo unspecified)	0%	i	-10%	-9%	8%	13%	9%	5	i
Cc1cc(NC(=O)CSc2nc3c(c(=O)n2Cc2ccccc2)SC(C)C3)no1 (stereo unspecified)	-8%	i	2%	17%	0%	10%	-4%	-12	-16%
Cc1ccc(CNC(=O)Cc2csc3ccccc23)cc1	-4%	·	-14%	21%	·	·	-6%	·	-44%[inhibitor]
O=C(CSc1nncn1-c1ccccc1)c1c[nH]c2ccccc12	11%	i	8%	-3%	-9%	8%	-7%	-1	-3%
Cc1c(Cl)cccc1NC(=S)N(CCN(C)C)C(C)c1ccco1 (stereo unspecified)	32%	i	?	14%	2%	3%	5%	5	i
O=C(Nc1nc2cc3c(cc2s1)OCO3)c1ccc(N2C(=O)CCC2=O)cc1	9%	i	-5%	-8%	-3%	-1%	15%	11	-3%
Cc1cccc(NC(=O)CC2c3ccccc3Oc3ccccc32)c1	-4%	i	21%	-8%[0.397 µM]	0%	7%	-10%	20	-23%
COc1ccc(NC(=O)NCCN2CCc3ccccc3C2)cc1	-6%	i	-15%	-15%	0%	0%	·	-83*	i
Cc1ccc(NC(=S)NCCc2c[nH]c3ccccc23)c(C)c1	?	i	?	?	18%	11%	19%	-26	-26%
CC(C)(O)C#Cc1ccc(C(=O)NCCC(=O)O)s1	4%	i	13%	-16%	15%	4%	8%	4	i
